Assay outcomes deposited in PubChem by National Center for Advancing Translational Sciences (NCATS).
D2 PAM = positively modulates the human D2 dopamine receptor allosterically; AID 485347; HEK293 T-REx D2, calcium flux, EC20 dopamine potentiation; potentiation, % at 10 µM; P14416; hit rate 0.34% among 340,000;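 active = potentiation over 3 SD above the plate norm, cut at about 30% in these data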; note: 0% is about no effect
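Primary screen. Calcium kinetics in induced HEK293 T-REx D2 cells: compound pre-addition 180 s, EC20 dopamine, 180 s more.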
D1 potentiator = human D1 dopamine receptor positive modulation; potentiation, % at 10 µM; HEK293 TREx D1 cells, calcium flux, dopamine EC20 potentiation; P21728; hit rate 0.036% among 360,000; in the data active = potentiation above about 30%; note: 0% is about no effect
RXFP1 antag = antagonists of human relaxin receptor RXFP1; hit rate 0.59% among 350,000; AID 1259400; activity change, negative = inhibition, % at 57.5 µM; HEK293-RXFP1, relaxin-stimulated cAMP HTRF, 30 min; stronger effect = lower value;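 active = activity change of -60% or lower, but not beyond a set lower limit; inconclusive = change between -60% and -40%, or beyond the set limit; inactive = change above -40%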; note: % is set by controls: 0 for no effect and ±100 for the full control effect
Target sequence (Q9HBX9 whole entry, looked up): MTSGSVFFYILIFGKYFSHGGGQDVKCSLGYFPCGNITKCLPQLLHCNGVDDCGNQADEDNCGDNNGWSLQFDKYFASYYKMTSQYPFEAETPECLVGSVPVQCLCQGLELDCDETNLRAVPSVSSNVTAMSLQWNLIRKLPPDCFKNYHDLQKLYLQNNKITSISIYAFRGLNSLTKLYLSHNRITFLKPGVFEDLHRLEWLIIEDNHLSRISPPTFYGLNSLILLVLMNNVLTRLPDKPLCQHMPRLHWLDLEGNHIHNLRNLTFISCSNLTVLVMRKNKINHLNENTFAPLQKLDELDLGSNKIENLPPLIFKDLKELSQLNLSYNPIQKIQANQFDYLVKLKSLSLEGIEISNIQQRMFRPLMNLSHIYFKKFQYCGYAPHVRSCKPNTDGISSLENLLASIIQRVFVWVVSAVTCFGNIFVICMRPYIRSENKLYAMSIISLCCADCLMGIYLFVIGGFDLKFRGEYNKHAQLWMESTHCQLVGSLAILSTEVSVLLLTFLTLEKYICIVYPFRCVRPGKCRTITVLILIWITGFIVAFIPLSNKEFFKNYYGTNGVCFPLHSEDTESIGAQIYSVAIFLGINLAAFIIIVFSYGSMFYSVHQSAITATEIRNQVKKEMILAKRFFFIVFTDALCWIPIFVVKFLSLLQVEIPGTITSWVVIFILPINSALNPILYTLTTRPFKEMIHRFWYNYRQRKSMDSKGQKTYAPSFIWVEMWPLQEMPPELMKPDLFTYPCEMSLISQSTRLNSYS
RXFP1 agonist = agonists of human relaxin receptor RXFP1 | HEK293T-RXFP1 cAMP TR-FRET, 30 min; response scale: percent of porcine relaxin response, buffer zero | Q9HBX9 | hit rate 0.3% among 370,000 | Potency, µM (series often up to 57.5 µM), inactives show at the top dose activation, most hits filed as activators; note: potency is the fitted concentration of half-maximal effect; % is set by controls: 0 for no effect and ±100 for the full control effect; nearly all actives have a fitted effect of over 60% in size; many of its hits are not listed in these tables
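cAMP rise read by TR-FRET after 30 min, 37C compound exposure (up to 58 uM) in RXFP1-transfected HEK293 cells with Ro 20174 present. EC50 from Hill-equation fits, with 29 nM porcine relaxin as 100% and buffer as basal.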
TRHR enhancer = allosteric enhancers of human TRH receptor. P34981. TRHR cells, fluo-8 calcium fluorescence, EC20 TRH enhancement. enhancement, % at 2 µM. hit rate 0.66% among 360,000; in the data active = enhancement above about 30%; note: 0% is about no effect
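Enhancer read-out: after compound pinning and an initial kinetic agonist-mode read, an EC20 of TRH (10 nM final) was injected and fluo-8 calcium signal (Ex 480/Em 530) followed at 1 s/cycle for 100 cycles in TRHR-expressing cells.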
D1 antagonist = blocks dopamine activation of the human D1 receptor | P21728 | HEK293 TREx D1 cells, calcium flux, dopamine EC80; stronger effect = lower value | activity change, negative = inhibition, % at 10 µM | hit rate 3.2% among 360,000; in the data active = activity change below about -30%; note: % is set by controls: 0 for no effect and ±100 for the full control effect
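Inducible Hek293 Trex D1 cells (tetracycline, overnight, 30 C). Calcium dye 30–90 min RT. Antagonist mode: EC80 dopamine added after 180 s compound read.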
Anesthetic bind = binds horse apoferritin like a general anesthetic; P02791; AID 485281; apoferritin/1-aminoanthracene competitive binding, fluorescence; hit rate 0.074% among 350,000; Potency, µM (doses to about 77.5 µM), inactives show at the top dose activity change, negative = displacement, most hits filed as inhibitors; note: potency is the fitted concentration of half-maximal effect; % is set by controls: 0 for no effect and ±100 for the full control effect; nearly all actives have a fitted effect of over 20% in size
Target sequence (P02791 2-175 limits assumed): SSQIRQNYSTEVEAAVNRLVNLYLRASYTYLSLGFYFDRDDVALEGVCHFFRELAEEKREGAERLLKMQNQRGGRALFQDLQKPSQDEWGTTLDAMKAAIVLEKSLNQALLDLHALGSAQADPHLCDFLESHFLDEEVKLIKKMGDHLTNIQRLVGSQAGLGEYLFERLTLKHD
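Steps: apoferritin (10 uM) was premixed with half-saturated 1-AMA in PBS, compounds were pin-transferred, plates stood 10 min at room temperature, fluorescence was read at 380/535 nm, and curves were fitted with a Hill equation.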
D1 ag = activates the human D1 dopamine receptor | P21728 | HEK293 T-REx D1 cells, calcium flux, agonist mode | activation, % at 2 µM | hit rate 1% among 360,000 | AID 504660; in the data active = activation above about 30%; note: 0% is about no effect
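Tetracycline-induced HEK293 TREx D1 cells, force-coupled to calcium signalling, were dye-loaded with a no-wash calcium kit. Compound was pin-added after a 10 s baseline. Fluorescence was read kinetically at 1 cycle/s for 180 s, with calcium rises flagged as agonism.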
TRHR ag = activates the human TRH receptor; P34981; TRHR cells, calcium flux fluo-8, FDSS agonist mode; activation, % at 2 µM; hit rate 0.18% among 360,000; AID 493084; in the data active = activation above about 30%; note: 0% is about no effect
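Fluo-8-loaded TRHR cells; 10 s baseline, compound added, kinetic Ca2+ fluorescence read 1/s, agonist mode.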
Active calls of the source: *; ? = inconclusive; nt = no result given; & = joins results of further samples; [ ] = remark or other dose. Unless noted, calls come from the whole dose curve; as a rule, active = well fitted curve in the direction sought with a large enough effect; inconclusive = small, poorly fitted or top-dose-only effect, or another doubt; inactive = no such curve, though single readings can be large; an effect the other way counts as inactive or inconclusive. A portion of the library; rates above refer to the full screens.

SMILES	D2 PAM	D1 potentiator	RXFP1 antag	RXFP1 agonist	TRHR enhancer	D1 antagonist	Anesthetic bind	D1 ag	TRHR ag
CCOC(=O)C(O)(CC(=O)Nc1cc(F)ccc1C)C(F)(F)F (stereo not given)	-8	-5	-15	0.0%	-3	3	-8%	0	0.3
COc1ccccc1CC(=O)Nc1ccc(S(=O)(=O)N2CCCCC2)cc1	-5	nt	-2	1.8%	-6	5	-8%	2	-0.5
COc1ccc2oc(C(=O)N3CCN(S(=O)(=O)c4cccc([N+](=O)[O-])c4)CC3)c(C)c2c1	nt	3	4	2.7%	-3	2	-12%	3	0.0
CCC(Sc1nc2ccccc2c(=O)n1CC1CCCO1)C(=O)NCc1cccnc1 (stereo not given)	-1	6	-10	1.9%	0	1	-6%	2	0.3
Cc1ccc(C)c(Cn2c(=O)n(-c3ccccc3)c(=O)c3c4c(sc32)CCCC4)c1	2	2	nt	18%	17	-4	3%	0	-2.6
COc1ccc(N2C(=O)C3ON(C4SC(=S)N(C)C4(C)C)C(c4ccc([N+](=O)[O-])cc4)C3C2=O)cc1 (stereo not given)	0	4	4	-0.4%	0	0	-3%	3	-0.2
O=C(NC1CCCCCCC1)c1cccc(S(=O)(=O)N2CCOCC2)c1	1	0	-11	-0.8%	-10	-21	nt	4	0.3
COCCN(C(=O)CSc1nnc(-c2ccccc2OC)o1)c1c(N)n(CC(C)C)c(=O)[nH]c1=O	3	-18	-4	3.7%	2	14	nt	1	0.1
O=C(Nc1cccc(O)c1)N1CCOCC1	8	1	-11	-0.9%	-7	-1	-10%	3	-2.9
C=CCn1c(=O)c(C(=O)Nc2ccccc2O)c(O)c2ccccc21	3	1	-14	-4.0%	3	19	-21%	4	0.7
CCCCN1CCNC1=S	11	-3	-3	-1.3%	3	14	1%	-1	0.8
CC1CCCN(C(=O)Cn2nnc(-c3ccc(F)cc3)n2)C1 (stereo not given)	nt	-1	-14	0.3%	-4	-3	-8%	2	3.2
CCn1cc(S(=O)(=O)CC(=O)Nc2ccc3c(c2)OCCO3)c2ccccc21	7	-2	5	-3.4%	-5	11	-15%	1	-0.7
CCCCn1c(N)c(N(CC)C(=O)C2CCN(C(=O)c3ccccc3C)CC2)c(=O)[nH]c1=O	4	-5	-1	-1.8%	6	16	nt	1	0.2
NC(=O)CSc1oc(-c2ccco2)nc1S(=O)(=O)c1ccc(Cl)cc1	10&-15	-5&2	-2&-16	-2.9%&0.4%	-3&-1	-1&4	2%&-1%	0&3	0.3&0.7
CCCCc1ncc(CN2CCN(Cc3ccc(C)cc3)C(CCO)C2)[nH]1 (stereo not given)	14	7	7	-2.3%	3	1	-10%	0	0.1
Cc1ccccc1NC(=O)NC1(C(=O)N2CCOCC2)CCCCC1	8	-2	-9	-1.6%	10	-11	-4%	1	0.6
Cc1ccc(N(Cc2ccco2)C(=O)c2cccc(S(=O)(=O)N(C)C)c2)cc1	-3	-12	-15	1.9%	-10	-10	-12%	6	-2.0
Cc1ccc(NC(=S)NNC(=O)CCn2cc(C)cn2)cc1	-3	-1	16	0.9%	8	-7	-7%	-1	0.3
Cc1cc(NC(=O)CSc2ncn(-c3ccccc3)n2)no1	25	-4	-8	2.3%	-13	13	-17%	2	-0.5
COc1ccc(-n2ncc(C(C)NS(=O)(=O)c3cccs3)c2C)cc1 (stereo not given)	9	-2	4	-0.3%	31*	0	-7%	3	-1.0
O=[N+]([O-])c1ccccc1OC/C(=N\O)c1ccccc1	-3	-9	-6	0.0%	-3	-14	-13%	1	-1.3
CCOc1ccc(-c2nc(C(N)=O)c3c(n2)n(-c2ccc4c(c2)OCO4)c(=O)n3CC)cc1	-1	-4	nt	?	9	-14	-5%	1	-0.4
Cc1nn(-c2ccccc2)c(C)c1C(=O)NCc1ccc(F)cc1	-7	-13	-5	-0.5%	-5	-12	-1%	0	-0.1
CCN1CCN(c2cc(C)c3cc(NC(=O)CCC(=O)Nc4ccc(OC)c(OC)c4)ccc3n2)CC1	-3	-3	-1	-0.9%	-3	-3	3%	1	-0.2
SMILES	D2 PAM	D1 potentiator	RXFP1 antag	RXFP1 agonist	TRHR enhancer	D1 antagonist	Anesthetic bind	D1 ag	TRHR ag
O=C(c1ccccc1)c1ccc2nc(Nc3ccccc3)c3nncn3c2c1	14	-5	5	1.7%	7	0	-12%	3	0.2
Cc1c(NC(=O)COc2ccc3ccc(=O)oc3c2)c(=O)n(-c2ccccc2)n1C	5	-4	-12	0.0%	-2	6	nt	3	0.2
CCOC(=O)CNc1nc(Cl)nc(NC(C)(C)C)n1	-6	-4	-8	-0.7%	-7	-17	-7%	2	0.2
CC(C)CNc1nc(N)c([N+](=O)[O-])c(NCC2CCCO2)n1 (stereo not given)	-2	-1	nt	2.3%	2	10	-10%	0	-0.7
O=C(Nc1sc2c(c1C(=O)O)CCCC2)c1ccccc1Cl	3	-4	-13	-3.8%	0	-4	-5%	-1	0.1
O=C(NCCc1ccccc1)C1CCCN1C(=O)Nc1ccc(Cl)cc1 (stereo not given)	-16	0	-14	-0.5%	-5	-1	7%	3	-0.3
O=C1c2[nH]nc(-c3ccccc3O)c2C(c2cccc(Cl)c2)N1CC1CCCO1 (stereo not given)	17	0	-12	0.8%	-2	16	-14%	-5	-0.1
COc1ccccc1-c1coc2cc(OC(=O)N3CCOCC3)ccc2c1=O	-3	0	0	-2.3%	1	-2	-6%	5	0.6
COc1ccc(-c2nc3c(c(SCC(=O)N4CCCCC4)n2)Cc2cc(C)ccc2O3)cc1	17	-1	-3	1.1%	8	-15	-2%	0	0.4
CN(CC(=O)Nc1ccccc1Br)C(=O)CNC(=O)C1CCCCC1	9	-6	5	1.6%	-5	-7	nt	1	-0.6
O=C(NCc1ccccc1Cl)c1cnccc1C(F)(F)F	7	3	1	0.2%	11	-7	-7%	1	0.1
COc1ccccc1NC(=O)C(C)Sc1nnc2ccccn12 (stereo not given)	-11	1	4	0.0%	-15	11	nt	1	0.6
O=C(O)COc1ccc(S(=O)(=O)c2ccc(OCC(=O)O)cc2)cc1	0	6	-7	5.3%	5	0	-10%	4	0.0
Nc1ccccc1C(=O)/C=C/c1ccc2c(c1)OCO2	3	-4	nt	0.9%	4	-35*	-17%	0	-0.7
Cc1nc(NC(=O)COC(=O)CCc2nc3ccccc3s2)c(Cl)cc1Cl	-4	-3	17	2.4%	-2	4	-8%	4	-0.9
COc1ccc(C2c3c(oc4cc(C)cc(C)c4c3=O)C(=O)N2Cc2ccco2)cc1OC (stereo not given)	nt	-1	8	0.3%	-3	5	-14%	0	0.4
Cc1ccc(SCC2(O)CCN(C(=O)c3ccc(Cl)cc3)CC2)cc1	2	-6	-1	2.4%	0	-15	-20%	6	-0.9
Cc1nc(-c2ccc(C)c(S(=O)(=O)N3CCC(C(=O)Nc4ccc(Cl)cc4)CC3)c2)no1	10	-2	-11	8.6%	29	-4	-7%	2	0.3
Cc1ccc(NC(=O)CCN2C(=O)CSC2=O)cc1	4	-3	5	-0.9%	2	-5	7%	0	-0.5
CC(NC(=O)c1ccc([N+](=O)[O-])cc1[N+](=O)[O-])c1ccc(-c2ccccc2)cc1 (stereo not given)	-6	-4	5	1.6%	-1	-3	-20%	5	0.3
Cc1cn2c(=O)cc(COC(=O)c3ccc(NC(=O)c4ccccc4C)cc3)nc2s1	7	0	-1	0.3%	0	-2	38%[activator]	0	-0.8
COC(=O)c1ccccc1NC(=O)CSc1nncn1-c1cccnc1	-7	-2	2	2.9%	-2	-4	-5%	0	0.2
O=C(NCCO)c1nc(C(=O)c2ccc(Cl)cc2)c2ccccc2n1	1	0	nt	1.0%	1	nt	nt	0	-0.3
O=C(NC(=S)N1CCCCC1)c1cccs1	-9	-2	-2	-2.1%	-1	-2	-5%	3	1.0
Cc1cc(C)c(NC(=O)CSc2nnc(-c3ccncc3)n2Cc2ccco2)c(C)c1	nt	2	17	2.6%	13	-1	4%	-1	-3.5
SMILES	D2 PAM	D1 potentiator	RXFP1 antag	RXFP1 agonist	TRHR enhancer	D1 antagonist	Anesthetic bind	D1 ag	TRHR ag
O=c1[nH]c2ccc(NS(=O)(=O)c3ccc(F)c(Cl)c3)cc2[nH]1	-2	-3	-11	-0.2%	-1	-4	-7%	7	-1.4
C=CCN1C(=O)c2ccc(C(=O)N3CCN(S(=O)(=O)c4cccc([N+](=O)[O-])c4)CC3)cc2C1=O	-5	-9	-15	-0.6%	-5	1	nt	1	-0.3
N#C/C(=C/c1ccco1)C(N)=S	5	6	1	-2.5%	-5	-5	-6%	11	-1.4
O=C(NC1CCSC1=O)c1ccc(Oc2cccc(C(F)(F)F)c2)nc1 (stereo not given)	-4	-1	-2	-0.8%	10	-6	-15%	3	0.5
COc1ccc(NC(=O)c2ccc(Cl)c(S(=O)(=O)N3CC(C)OC(C)C3)c2)cn1 (stereo not given)	3	-3	-14	-0.5%	24	14	nt	1	-1.2
C#CCOCCOCCOCCNc1nc(N2CCN(C(=O)[C@H](Cc3ccc(O)cc3)n3cc(CCO)nn3)CC2)nc(N2CCN(C(=O)[C@H](Cc3ccc(O)cc3)n3cc(CCO)nn3)CC2)n1	1	-4	nt	1.8%	9	-10	2%	-3	-0.1
O=C(Nc1cc(F)c(Br)cc1F)c1ccc(Cl)cc1	-4	2	-11	0.9%	0	1	5%	3	0.0
CC(=O)c1csc(CS(=O)(=O)c2ccccn2)n1	3	1	6	6.0%	6	-2	3%	0	0.5
Cn1c(=O)cc(SCC(=O)NCCCN2CCOCC2)c2ccccc21	12	10	-1	12%	0	-1	-14%	2	0.7
O=C(Cc1ccc(F)cc1)N1CCC(N2CCC(C(=O)N3CCOCC3)CC2)CC1	nt	-4	4	4.4%	20	-3	-2%	3	0.1
COCCn1nnnc1C(c1cc2cc(C)cc(C)c2[nH]c1=O)N1CCN(c2ccccc2F)CC1 (stereo not given)	-15	-3	33	2.8%	-4	-8	-6%	2	0.9
O=C(c1cc(-c2ccc(Cl)cc2)n[nH]1)N1CCN(S(=O)(=O)c2ccc(Br)s2)CC1	-11	-1	?	-0.7%	7	5	-10%	5	0.3
CCCOc1cccc(C(=O)N/N=C/c2coc3ccccc3c2=O)c1	nt	-3	6	-1.3%	4	-16	-18%	1	-0.3

Marked active in D1 antagonist, of those listed so far:
SMILES	D2 PAM	D1 potentiator	RXFP1 antag	RXFP1 agonist	TRHR enhancer	D1 antagonist	Anesthetic bind	D1 ag	TRHR ag
Nc1ccccc1C(=O)/C=C/c1ccc2c(c1)OCO2	3	-4	nt	0.9%	4	-35*	-17%	0	-0.7
